LEDGF integ inh = blockers of LEDGF/p75-dependent integrase strand transfer – biochemical, TR-FRET, high throughput, primary screen; HIV-1 integrase (with human LEDGF/p75); TR-FRET IN-LEDGF/p75 DNA integration, Eu/Cy5; inhibition, % at 3.7 µM; 370,000 tested, 0.64% active;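 active means inhibition above the screen-wide mean plus 3 SD, cut at about 13% in these data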;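 further: signal is the Cy5 over europium emission ratio at 671 and 618 nm; 0% = plate median of compound wells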
MBD2 inh = inhibitors of MBD2 binding to methylated DNA, primary screen, biochemical, TR-FRET, DNA-binding domain, human. Methyl-CpG-binding domain protein 2 (Homo sapiens), Q9UBB5. MBD2 binding to methylated oligonucleotide. inhibition, % at 4.4 µM. 370,000 tested, 0.31% active. AID 686964, 2013; in the data active means inhibition above about 13%
rCAG binder = binders of r(CAG) RNA repeats, primary screen, biochemical, fluorescence; r(CAG) RNA repeat, TO-PRO-1 dye displacement fluorescence; inhibition, % at 3 µM; 370,000 tested, 1.3% active; AID 651821, 2012;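 active means inhibition above the plate cutoff, the mean of all test compounds on that plate plus 3 SD, cut at about 35% in these data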;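 further: 0% = DMSO alone and 100% = 100 µM mitoxantrone as full dye displacement; higher means more dye released from RNA so lower well fluorescence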
HTRA1 inhibitor = HTRA1 serine protease inhibitors, primary screen, biochemical, fluorescence polarization, HTS; Q92743; 340,000 tested, 0.5% active; recombinant HTRA1, FP-rhodamine activity-based probe; inhibition, % at 5.96 µM; in the data active means inhibition above about 36%;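 further: 0% = enzyme with DMSO and 100% = wells lacking enzyme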
UHRF1 binding = UHRF1 methylated DNA binding inhibitors, primary screen, counter-screen for MBD2 inhibitor project, biochemical, TR-FRET, human UHRF1, single concentration; E3 ubiquitin-protein ligase UHRF1 (Homo sapiens), Q96T88; UHRF1 binding to methylated oligo; inhibition, % at 4.4 µM; 370,000 tested, 0.75% active; AID 687016, 2013; in the data active means inhibition above about 21%;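 further: UHRF1 SRA domain binding a hemimethylated CpG hairpin DNA probe; 0% = median of test compound wells and 100% = reference inhibitor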
PG9 binder = binders of HIV-1 gp120 antibody PG9, primary screen, biochemical, TR-FRET; inhibition, % at 6.7 µM; 360,000 tested, 0.43% active; TR-FRET gp120-PG9 antibody binding; HIV-1 gp120 / PG9 antibody interaction; AID 624416, 2012; in the data active means inhibition above about 8.5%
NR1D1 modulator = modulators of Rev-erb alpha DNA binding, primary screen, biochemical, FITC-DNA, fluorescence polarization, uHTS; Nuclear receptor subfamily 1 group D member 1 (Homo sapiens), P20393; Rev-erbα–FITC-DNA binding, 90 min; activity, % at 10 µM; 370,000 tested, 0.79% active; AID 1259318, 2017;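 active means activity above about 14%, limit read from the data; passing the limit was not always enough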;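 further: 0% = DMSO wells with 35 nM protein and 100% = DMSO wells with 750 nM protein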
ABHD4 inh = ABHD4 inhibitors, primary screen, biochemical, fluorescence polarization, mouse. AID 720543, 2013. 370,000 tested, 0.54% active. inhibition, % at 8.92 µM. (Lyso)-N-acylphosphatidylethanolamine lipase (Mus musculus), Q8VD66. purified mABHD4, FP-Rh probe fluorescence polarization;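 active means inhibition exceeding the mean over every tested compound plus 3 SD, cut at about 30% in these data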;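 further: 0% = plate median of compound wells and 100% = S159A mutant with DMSO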
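Assay system: wild-type mouse ABHD4 protein; compound: single nominal dose of 8.92 µM, 0.89% DMSO final; schedule: 45 min + 60 min at 25 °C; measured by: FP readout, ex 525 nm / em 598 nm; evaluation: % inhibition of FP-Rh probe binding versus controls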
PRMT1 inh = PRMT1 methyltransferase inhibitors, primary screen, biochemical, fluorescence polarization; Protein arginine N-methyltransferase 1 (Homo sapiens), Q99873; 370,000 tested, 1.3% active; inhibition, % at 2.79 µM; recombinant PRMT1, activity-based probe fluorescence polarization; AID 652257, 2013;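 active means inhibition above about 21% made by adding two undisclosed values, limit read from the data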
TCR CD3 inh = inhibitors of human TCR-CD3 interaction, primary screen, biochemical, fluorescence, TAMRA-labeled TCR probe; T-cell receptor (TCR); inhibition, % at 9.4 µM; 360,000 tested, 0.37% active; AID 651800, 2012; in the data active means inhibition above about 19%;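 further: recombinant mutant TCR 2C K166C tagged with TAMRA read by polarization; 0% = receptor in buffer alone and 100% = receptor with positive control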
Numbers without * were called inactive; · = no result given. Only part of the results is shown, so the mix of outcomes need not match the whole.

#1 CC(OC(=O)CCN1C(=O)c2cccc([N+](=O)[O-])c2C1=O)C(=O)Nc1cc(Cl)cc(Cl)c1 (stereo unspecified)
#2 O=C(c1ccc2ccccc2c1)C1CCCN(C(=O)c2cnccn2)C1 (stereo unspecified)
#3 CN(CCOC(=O)c1ccccc1)Cc1ccccc1
#4 Cc1nc(NC(=S)NC(=O)c2ccccc2)sc1C(=O)N(C)C
#5 COc1cccc(OC)c1C(=O)N1CCN(Cc2c[nH]c3ccccc23)CC1
#6 COCCn1c(SCC(=O)Nc2sccc2C(N)=O)nc2cc(Cl)ccc2c1=O
#7 CCC(NC(=S)NC1CCCCC1)c1ccc(C(C)C)cc1 (stereo unspecified)
#8 CN(C)S(=O)(=O)c1ccc(N2CCCC2)c(C(=O)Nc2nc(-c3ccc(F)c(F)c3)cs2)c1
#9 CCc1nc2oc3ccccc3c(=O)c2c(=O)n1CCOC
#10 CCn1c(CSc2nc3ccccc3s2)nnc1SCC(=O)c1ccc(Cl)cc1

assay / entry | 1 | 2 | 3 | 4 | 5 | 6 | 7 | 8 | 9 | 10
LEDGF integ inh | 3 | 1 | 2 | -6 | 3 | -1 | 1 | 0 | 2 | -1
MBD2 inh | 3 | -3 | -3 | 0 | 2 | -1 | 4 | -6 | 1 | 1
rCAG binder | 3 | -3 | 1 | -1 | 2 | 3 | -9 | 3 | -1 | 4
HTRA1 inhibitor | 2 | 6 | 3 | 5 | 2 | -29 | -28 | 5 | 4 | -10
UHRF1 binding | 6 | -3 | 0 | 1 | 0 | -1 | -1 | 2 | 1 | 2
PG9 binder | -3.0 | -0.7 | 0.6 | -2.0 | -2.9 | -1.2 | -0.6 | 0.8 | -2.2 | -0.1
NR1D1 modulator | 2 | 3 | -1 | 1 | -8 | 3 | 10 | -10 | 6 | 6
ABHD4 inh | -2 | 2 | 4 | -4 | 14 | -7 | -10 | 1 | 6 | -1
PRMT1 inh | 2 | 3 | 2 | 1 | 0 | -3 | -3 | 0 | -3 | 1
TCR CD3 inh | -4 | -1 | -1 | -5 | 3 | 3 | 10 | -2 | -2 | -3

#11 Cc1ccc2c(c1)c(Sc1ccccc1)c(CC(=O)O)n2C
#12 Cc1cc(C)c(C#N)c(SCC(=O)Nc2nnc(-c3ccccc3)s2)n1
#13 O=S(=O)(c1ccc(N2CCOCC2)nc1)N1CCOCC1
#14 O=C(Nc1ccccc1)C1=C[C@@H](c2coc3ccccc3c2=O)C[C@@H](OCCCCO)O1
#15 O=C(Nc1ccc(OCc2ccccc2)cc1)Nc1ccccc1C(=O)NCCCN1CCOCC1
#16 O=C(C1CCN(S(=O)(=O)c2ccccc2)CC1)N1CCN(c2ccccc2F)CC1
#17 O=C1/C(=C/c2ccc(F)cc2)SC(=S)N1Nc1ncc(C(F)(F)F)cc1Cl
#18 COC(=O)NC(=S)Nc1ccc(Oc2ccc(Cl)cc2)c(Cl)c1
#19 CN(C)CCCSc1nc(-c2ccccc2)nc2c1CCC2
#20 Cc1ccc(NC(=O)Cn2nnc(-c3ccccc3F)n2)c(C)c1

assay / entry | 11 | 12 | 13 | 14 | 15 | 16 | 17 | 18 | 19 | 20
LEDGF integ inh | 7 | -1 | 1 | -1 | -2 | -2 | 1 | -7 | 1 | 4
MBD2 inh | -4 | 5 | -5 | 3 | 0 | 9 | 2 | -4 | -1 | 1
rCAG binder | 35* | 1 | 1 | -1 | -4 | 1 | 4 | 3 | -1 | 3
HTRA1 inhibitor | 1 | -1 | -5 | -22 | -1 | 6 | -9 | -24 | 1 | ·
UHRF1 binding | 2 | 2 | 2 | 0 | -1 | 12 | -7 | 0 | -4 | -1
PG9 binder | -0.4 | -0.1 | -2.9 | 0.2 | -2.7 | -1.9 | -3.0 | -2.2 | -0.2 | ·
NR1D1 modulator | -2 | 22 | -3 | -1 | -2 | -1 | 2 | 0 | 1 | -1
ABHD4 inh | 30* | -15 | -6 | 3 | -3 | 7 | 6 | -7 | 6 | -3
PRMT1 inh | 2 | 3 | 3 | -2 | -1 | 4 | 4 | 3 | 0 | 0
TCR CD3 inh | -2 | 3 | 1 | -1 | 3 | -2 | 6 | 2 | 3 | ·

#21 O=C(CSc1nc(-c2ccc(F)cc2)cc(C(F)(F)F)n1)NCc1ccco1
#22 CCOC(=O)/C=C1\SCC(=O)N1CC(=O)NCCOC
#23 Cc1[nH]c(=S)c(C#N)c(C)c1CC(=O)c1ccc(Br)cc1
#24 O=C(CCn1c(=O)oc2ccccc21)NCCCN1CCN(c2ccc(F)cc2)CC1
#25 COc1ccc(CCNc2ncnc3c2oc2ccccc23)cc1OC
#26 COC(=O)C1CSC(C)(C)C(=O)N1 (stereo unspecified)
#27 Cc1nc([N+](=O)[O-])c(C(=O)OCc2ccc(C#N)cc2)n1C
#28 CC(C)c1ccc(NCCC(=O)c2cccs2)cc1
#29 CCN(C(=O)COC(=O)C1CCN(S(=O)(=O)c2ccc3c(c2)OCCO3)CC1)C1CCS(=O)(=O)C1 (stereo unspecified)
#30 COc1cc(OC)c(OC)cc1CN1CCN(c2ccc(F)cc2)CC1

assay / entry | 21 | 22 | 23 | 24 | 25 | 26 | 27 | 28 | 29 | 30
LEDGF integ inh | 0 | -3 | -3 | 5 | 1 | 0 | 1 | -6 | 0 | 0
MBD2 inh | 2 | 6 | 1 | 5 | -2 | -1 | -5 | 5 | -3 | 7
rCAG binder | -4 | 0 | 12 | -6 | -4 | -7 | 4 | -8 | -3 | -8
HTRA1 inhibitor | -2 | 3 | -5 | 0 | -6 | -1 | 1 | -4 | 0 | 3
UHRF1 binding | 0 | 0 | -2 | 9 | -1 | 1 | -2 | 7 | 1 | 1
PG9 binder | 2.1 | -0.5 | 0.8 | -0.8 | 2.7 | 0.7 | 0.9 | 0.6 | -2.1 | 0.6
NR1D1 modulator | 3 | -3 | 6 | -5 | · | 3 | -6 | -4 | 4 | -3
ABHD4 inh | -2 | 4 | 1 | 1 | 8 | 2 | 1 | -5 | -17 | 11
PRMT1 inh | -1 | 4 | 8 | -1 | -3 | 3 | -3 | 15 | -5 | 4
TCR CD3 inh | 2 | -5 | -5 | 5 | 7 | -1 | 5 | 0 | -1 | -7

#31 O=S(=O)(c1ccccc1)N1CCN=C1SCc1cccnc1
#32 CCCCCC1CC1C(=O)N/N=C/c1ccc(N(C)C)cc1 (stereo unspecified)
#33 CCOc1ccc(NS(=O)(=O)c2ccc(C(=O)NCC(c3ccccc3OC)N3CCCC3)cc2)cc1 (stereo unspecified)
#34 COc1cccc(N2C(=O)CC(Sc3nc(C)cc(C)n3)C2=O)c1 (stereo unspecified)
#35 CC(C)Nc1nc2nonc2nc1Nc1ccccc1
#36 COc1ccccc1N1CCN(S(=O)(=O)c2cc3c(cc2C)NC(=O)CO3)CC1
#37 CCOc1ccc2ccccc2c1/C=N/NC(=O)c1cc(C)[nH]n1
#38 CCCC1C(=O)N(c2ccccc2)C1c1ccccc1 (stereo unspecified)
#39 NS(=O)(=O)c1ccc(CNc2ncnc3sccc23)cc1
#40 O=C(CCC(=O)N(CC(=O)NC1CCCCC1)c1ccc2c(c1)OCO2)Nc1ccccn1

assay / entry | 31 | 32 | 33 | 34 | 35 | 36 | 37 | 38 | 39 | 40
LEDGF integ inh | 1 | -3 | -2 | -2 | 0 | 0 | 2 | -3 | -4 | 2
MBD2 inh | 1 | -1 | 1 | -2 | -2 | 0 | 2 | -7 | 1 | 1
rCAG binder | -2 | -5 | -8 | 4 | 1 | 2 | 2 | 0 | 3 | 3
HTRA1 inhibitor | -1 | -5 | -6 | -4 | -5 | 0 | -18 | 0 | -2 | 7
UHRF1 binding | 9 | -4 | 1 | 2 | 1 | -1 | -1 | 0 | 0 | 3
PG9 binder | -1.3 | -1.7 | 0.2 | -1.5 | 0.5 | 0.1 | 0.7 | -0.1 | -1.3 | 0.1
NR1D1 modulator | -1 | -2 | -1 | -2 | -4 | 4 | 1 | 3 | -7 | 2
ABHD4 inh | 0 | 1 | 2 | 1 | -6 | -1 | -7 | -5 | 5 | 4
PRMT1 inh | 4 | 1 | -1 | 5 | -3 | -1 | -4 | -4 | 4 | 3
TCR CD3 inh | 11 | 5 | 4 | -3 | 1 | 7 | -3 | 4 | 4 | 3

#41 Cc1cccc(C(=O)Nc2cccc(C(=O)NC3CCCC3)c2)c1
#42 COc1ccc(NC(=O)N2CCN(C(=O)C(Cc3ccc(F)cc3)NC(C)=O)CC2)cc1 (stereo unspecified)
#43 O=C(O)CCCC(=O)N1CC(=O)Nc2ccccc21
#44 COC(=O)C1=C(C)NC(=S)NC1c1ccc(OC)cc1 (stereo unspecified)
#45 CN1CCN(CCC(=O)N/N=C/c2cc([N+](=O)[O-])ccc2O)CC1
#46 COc1cccc2c1C(=O)CC2NC(=O)C(F)(F)F (stereo unspecified)
#47 CC1CCCN(S(=O)(=O)c2cc(C(=O)NCc3ccco3)ccc2Cl)C1 (stereo unspecified)

assay / entry | 41 | 42 | 43 | 44 | 45 | 46 | 47
LEDGF integ inh | 2 | -3 | -2 | 6 | 2 | -1 | -2
MBD2 inh | 1 | -2 | -4 | -3 | 7 | 2 | 4
rCAG binder | -5 | -3 | 2 | 2 | 3 | -2 | 11
HTRA1 inhibitor | -39 | 2 | 4 | · | 6 | -1 | -19
UHRF1 binding | -2 | -2 | 1 | 0 | 4 | 1 | -2
PG9 binder | -3.1 | -1.1 | -0.5 | -0.5 | 0.3 | 0.0 | -0.7
NR1D1 modulator | -9 | 0 | -6 | -7 | 1 | -4 | -4
ABHD4 inh | 0 | 1 | -4 | -3 | -11 | -1 | 0
PRMT1 inh | 1 | -3 | 0 | -3 | 1 | 1 | -1
TCR CD3 inh | 4 | 0 | 8 | 1 | -12 | -2 | 0

Single records (already shown). Values in the order: LEDGF integ inh, MBD2 inh, rCAG binder, HTRA1 inhibitor, UHRF1 binding, PG9 binder, NR1D1 modulator, ABHD4 inh, PRMT1 inh, TCR CD3 inh
`O=C(Nc1ccc(OCc2ccccc2)cc1)Nc1ccccc1C(=O)NCCCN1CCOCC1` reads -2, 0, -4, -1, -1, -2.7, -2, -3, -1, 3
`CN(C)CCCSc1nc(-c2ccccc2)nc2c1CCC2` reads 1, -1, -1, 1, -4, -0.2, 1, 6, 0, 3
`CCOC(=O)/C=C1\SCC(=O)N1CC(=O)NCCOC` reads -3, 6, 0, 3, 0, -0.5, -3, 4, 4, -5
`COC(=O)C1CSC(C)(C)C(=O)N1` (stereo unspecified) reads 0, -1, -7, -1, 1, 0.7, 3, 2, 3, -1

Screens (PubChem BioAssay)
